Bioassay records as filed in PubChem.
Rab7 wt GTP bind: modulators of GTP binding to Rab7, primary screen, biochemical, wildtype, multiplex bead flow cytometry; 0.055% of 190,000 active; GTP binding activity (percent of control), % at 10 µM; GST-Rab7 beads, fluorescent GTP binding; actives lie on both sides; untreated = 100%, excess cold GTP = 0%;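 active = fluorescent GTP binding to Rab7 beads changed by at least 20 points from the 100% baseline, either direction, mostly lower; inconclusive = compound itself probably fluorescent, or too few beads counted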;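 note: median green fluorescence of bound Bodipy-FL-GTP per Rab7 bead population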
Mcl1-Noxa inh: Mcl-1/Noxa binding inhibitors, primary screen, biochemical, TR-FRET, 1536-well; Induced myeloid leukemia cell differentiation protein Mcl-1 (Homo sapiens), Q07820; TR-FRET Mcl-1/Noxa peptide binding, 2 h; inhibition, % at 21.7 µM; 1.5% of 220,000 active;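 active = compounds that cut the protein-peptide binding signal by more than 50% relative to plate controls in a single-dose test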;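 note: His-tagged Mcl-1 with rhodamine Noxa BH3 peptide and terbium anti-His antibody; 0% = Mcl-1 plus Noxa peptide wells and 100% = peptide-only wells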
Target sequence (Q07820 whole entry, looked up): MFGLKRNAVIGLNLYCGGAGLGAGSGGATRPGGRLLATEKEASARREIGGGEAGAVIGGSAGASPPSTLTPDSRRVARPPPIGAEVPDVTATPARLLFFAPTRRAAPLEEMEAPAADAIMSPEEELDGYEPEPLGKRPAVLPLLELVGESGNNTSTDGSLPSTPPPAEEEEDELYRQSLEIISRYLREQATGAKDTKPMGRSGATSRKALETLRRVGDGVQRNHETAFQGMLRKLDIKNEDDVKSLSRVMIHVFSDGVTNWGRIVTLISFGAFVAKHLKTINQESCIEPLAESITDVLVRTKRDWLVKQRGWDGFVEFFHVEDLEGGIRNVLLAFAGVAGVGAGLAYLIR
Pf gametocyte: late stage P. falciparum gametocyte viability inhibitors, primary screen, ATP luminescence, HTS. P. falciparum stage V gametocytes, 24 h. inhibition, % at 10.9 µM. 0.065% of 150,000 active;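 active = inhibition above the mean plus 3 SD of compounds within the control limits, set per campaign, cut at about 38% in these data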;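 note: 0% = DMSO wells and 100% = medium only without gametocytes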
Rac1 act GTP bind: GTP binding modulators of activated mutant Rac1, primary screen, biochemical, bead-based flow cytometry, multiplex, fluorescent GTP | Ras-related C3 botulinum toxin substrate 1 (Homo sapiens), P63000 | GST-Rac1 activated beads; actives lie on both sides; 100% means binding = to untreated wells | percent activity (GTP binding), % at 10 µM | 0.11% of 190,000 active | AID 764, 2007;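 active = GTP binding at least 20 percentage points away from the 100% baseline, in either direction, so actives lie on both sides; inconclusive = Compound likely fluorescent itself, or too few beads counted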
Rac1 wt modul: wildtype Rac1 GTP binding modulators, primary screen, biochemical, GST-Rac1 beads, flow cytometry, multiplex; Ras-related C3 botulinum toxin substrate 1 (Homo sapiens), P63000; fluorescent GTP binding; actives lie on both sides; 0 = cold GTP competed, 100 = untreated; GTP binding activity (% of control), % at 10 µM; 0.27% of 190,000 active; AID 757, 2007;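 active = GTP binding activity at least 20 points away from the 100% control level, either lower or higher; inconclusive = compound flagged as likely green fluorescent, judged across all proteins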
Mcl1 Bid PPI: Mcl-1/Bid binding inhibitors, primary screen, biochemical, TR-FRET, 1536-well | inhibition, % at 21.7 µM | 0.97% of 220,000 active | TR-FRET Mcl-1/Bid-Dy647 peptide binding;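 active = compounds that cut the binding signal by more than half at the single screening dose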;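 note: His-tagged Mcl-1 with europium anti-His antibody binding Bid BH3 peptide; 0% = Mcl-1 plus peptide wells and 100% = peptide-only wells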
Rab2 wt GTP: modulators of GTP binding to Rab2A wildtype, primary screen, biochemical, dog, bead-based flow cytometry, multiplex. Ras-related protein Rab-2A (Canis lupus familiaris), P61105. GST-Rab2 wt beads, Bodipy-GTP binding. GTP binding activity, % at 10 µM. 0.19% of 190,000 active. AID 760, 2007;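 active = GTP binding activity at least 20 points away from 100%, either lowered or raised; inconclusive = signal likely due to the compound's own green fluorescence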;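 note: 0% = beads with excess unlabeled GTP and 100% = no-compound control corrected for plate trend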
Cdc42 wt: modulators of GTP binding to wildtype Cdc42, primary screen, biochemical, multiplex bead flow cytometry, Bodipy-GTP; 0.2% of 190,000 active; Cell division control protein 42 homolog (Homo sapiens), P60953; percent activity (GTP binding), % at 10 µM; GST-Cdc42 beads; actives lie on both sides;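 active = percent activity GTP binding at least 20 points away from the 100% baseline, either down as inhibitor or up as activator; inconclusive = compound flagged as likely green fluorescent from well-wide comparison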;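 note: median bead fluorescence of bound Bodipy-FL-GTP at 100 nM; 0% = excess unlabeled GTP control and 100% = no compound control; below 100% means less GTP binding so inhibitor and above means activator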
Target sequence (P60953 whole entry, looked up): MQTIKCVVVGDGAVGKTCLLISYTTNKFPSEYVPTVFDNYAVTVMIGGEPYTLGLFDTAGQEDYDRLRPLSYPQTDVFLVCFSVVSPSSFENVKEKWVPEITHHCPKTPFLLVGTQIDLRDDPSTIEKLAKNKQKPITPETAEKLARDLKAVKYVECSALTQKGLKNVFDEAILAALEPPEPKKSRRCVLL
HRas wt GTP bind: modulators of GTP binding to HRas wildtype, primary screen, biochemical, bead-based flow cytometry, multiplex | GTPase HRas (Homo sapiens), P01112 | GST-Ras wt beads, Bodipy-FL-GTP binding; actives lie on both sides | GTP binding activity, % at 10 µM | 0.14% of 190,000 active;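 active = GTP binding activity at least 20% away from the 100% baseline, either lowered as inhibitor or raised as activator; inconclusive = flagged as likely green fluorescent, judged across all proteins in the well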;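 note: 0% = unlabeled GTP competition control and 100% = no-compound control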
Target sequence (P01112 whole entry, looked up): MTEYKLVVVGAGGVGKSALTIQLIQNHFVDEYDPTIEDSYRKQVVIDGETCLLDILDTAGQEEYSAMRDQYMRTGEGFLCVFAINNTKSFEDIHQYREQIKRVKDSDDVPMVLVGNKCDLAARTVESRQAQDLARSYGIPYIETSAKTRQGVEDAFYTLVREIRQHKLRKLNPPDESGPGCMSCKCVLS
Mcl-1 Bim block: inhibitors of Bim peptide binding to Mcl-1, primary screen, biochemical, bead-based flow cytometry, multiplex; Bim peptide-Mcl-1 binding; 0.1% of 190,000 active; inhibition, % at 10 µM; Induced myeloid leukemia cell differentiation protein Mcl-1 (Homo sapiens), Q07820; AID 1009, 2008; in the data active = inhibition above about 40%;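 note: 0% = no compound tracer wells and 100% = peptide blocker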
Avidin bead fluor: green autofluorescence of compounds with avidin beads – biophysical, 488/530 nm, flow cytometry, artefact control, profiling panel. AID 1775, 2009. 0.38% of 220,000 active. compound fluorescence 488/530 nm; hits give high values. fluorescence (KMESF) at 10 µM; in the data active = fluorescence above about 47; note: inactives centre near 10
Numbers without * were called inactive; ? = inconclusive; nt = no result given.

No.	canonical_smiles	Rab7 wt GTP bind	Mcl1-Noxa inh	Pf gametocyte	Rac1 act GTP bind	Rac1 wt modul	Mcl1 Bid PPI
1	CCNC(=O)CC1C(=O)N(c2ccccc2)C(=O)N1Cc1ccc(OC)cc1 (centres undefined)	98	-2	nt	101	105	-8
2	O=C(O)c1ccc(COc2c(F)c(F)cc(F)c2F)cc1	100	7	6	100	102	-23
3	O=C(CCNS(=O)(=O)c1ccc(Br)cc1)NCc1cccs1	104	-5	nt	94	100	-2
4	COc1cccc(-c2cc(C(F)(F)F)n3ncc(C(=O)NCC4CCCO4)c3n2)c1 (centres undefined)	100	-11	nt	98	102	-1
5	CCCNC(=O)C(Cc1ccccc1)NS(=O)(=O)c1cccc2nsnc12 (centres undefined)	100	-4	-7	97	99	-13
6	COP(=O)(CN(Cc1ccccc1)C(=S)Nc1c(C)cccc1C)OC	101	0	nt	94	92	-23
7	O=C1CCNc2ccc(-c3ccccc3)cc21	100	-30	3	101	105	-6
8	O=C(CCCN1C(=O)c2cccc3cccc(c23)C1=O)Nc1ccon1	102	3	-5	95	97	-35
9	Cc1ccc(S(=O)(=O)N2CCN(c3nc(C)c4c(c3C#N)CC(C)(C)OC4)CC2)cc1	98	-2	25	100	101	-4
10	CC(OC(=O)C12CC3CC(CC(O)(C3)C1)C2)C(N)=O (centres undefined)	94	5	14	96	96	-12
11	CCOC(=O)Cc1c(Cl)c2ccccc2[nH]c1=O	101	9	7	96	99	-3
12	COc1ccc(-c2cc(=O)[nH]c(=O)[nH]2)cc1	101	4	nt	101	105	-8
13	COc1ccc(C2c3c(oc4ccccc4c3=O)C(=O)N2c2ccccn2)cc1 (centres undefined)	99	0	nt	102	107	-2
14	COc1ccc2c([N+](=O)[O-])c(Cl)[nH]c2c1	97	26	-2	94	96	-15
15	COc1ccc(-n2c(=O)c3ccccc3c3ccccc3c2=O)cc1	100	10	17	100	102	10

No.	Rab2 wt GTP	Cdc42 wt	HRas wt GTP bind	Mcl-1 Bim block	Avidin bead fluor
1	102	103	102	-5	18
2	101	102	100	0	7
3	101	100	98	-2	10
4	98	103	100	0	41
5	100	100	100	0	10
6	95	94	96	-2	16
7	99	103	101	-4	6
8	98	96	98	-2	9
9	101	103	100	0	29
10	94	93	95	0	12
11	98	96	98	2	10
12	101	106	102	-1	21
13	102	105	103	-3	27
14	92	95	94	2	13
15	101	101	101	-6	7

Among those listed so far, these have a Cl atom:
No.	canonical_smiles	Rab7 wt GTP bind	Mcl1-Noxa inh	Pf gametocyte	Rac1 act GTP bind	Rac1 wt modul	Mcl1 Bid PPI
11	CCOC(=O)Cc1c(Cl)c2ccccc2[nH]c1=O	101	9	7	96	99	-3
14	COc1ccc2c([N+](=O)[O-])c(Cl)[nH]c2c1	97	26	-2	94	96	-15

No.	Rab2 wt GTP	Cdc42 wt	HRas wt GTP bind	Mcl-1 Bim block	Avidin bead fluor
11	98	96	98	2	10
14	92	95	94	2	13

Going on with the list:
No.	canonical_smiles	Rab7 wt GTP bind	Mcl1-Noxa inh	Pf gametocyte	Rac1 act GTP bind	Rac1 wt modul	Mcl1 Bid PPI
16	CCCC(=O)Nc1cccc(Oc2nc(C)cc(C)c2C#N)c1	98	-10	nt	95	98	-3
17	CC(=O)c1ccc(NS(=O)(=O)c2ccc(C(C)(C)C)cc2)cc1	nt	5	-20	nt	nt	-10
18	O=C(CSc1nc2ccc(Cl)cc2[nH]1)N1CCN(C(=O)c2ccco2)CC1	96	57*	-3	99	101	-9
19	CC(C)n1nnnc1SCC(=O)NCCc1ccccc1	100	-10	nt	101	103	3
20	CCN(C1CCCCC1)S(=O)(=O)c1ccc(S(=O)(=O)NCCc2ccncc2)cc1	95	-9	18	101	106	-18
21	COC(=O)c1ccc(CN2CCN(Cc3ccccc3)C(CCO)C2)cc1 (centres undefined)	95	2	-6	99	101	-14
22	COc1ccc([C@@H]2Sc3cc(OC)ccc3N(CCN(C(C)C)C(C)C)C(=O)[C@H]2OC(C)=O)cc1	?	21	nt	?	?	11
23	O=C(COC(=O)c1ccc(O)cc1)Nc1cc(C(F)(F)F)ccc1Cl	106	23	-15	92	96	-5
24	O=C1CSC(c2ccc3c(c2)OCO3)N1c1ccc(Oc2ccccc2)cc1 (centres undefined)	92	-6	-31	89	91	-11
25	O=C(NC(=S)N(CCc1ccccc1)CCc1ccccc1)c1ccco1	86	-33	8	95	92	-82
26	Cc1ccc(NC(=O)C2CCN(C(=O)NC3CCCCC3)CC2)cc1Cl	104	1	10	101	107	-9
27	CC(=O)Nc1ccc(S(=O)(=O)NCc2ccccn2)cc1	100	4	-5	100	105	91*
28	CCN(CC)c1cccc(OCC(=O)N(C)CCC#N)c1	107	26	-7	100	103	-129
29	CCCCC(=O)N1CCN(c2ccc(OC)cc2[N+](=O)[O-])CC1	93	4	17	97	97	-32
30	O=C(Nc1ccc(F)cc1F)NC1CC(=O)N(Cc2ccccc2)C1 (centres undefined)	102	-3	nt	98	103	-1

No.	Rab2 wt GTP	Cdc42 wt	HRas wt GTP bind	Mcl-1 Bim block	Avidin bead fluor
16	100	101	100	0	8
17	nt	nt	nt	1	8
18	99	100	99	21	5
19	102	102	102	-4	41
20	98	101	101	-74	9
21	96	96	97	-6	6
22	?	?	?	0	8
23	97	97	97	0	24
24	94	91	93	0	32
25	91	99	87	-1	9
26	102	105	103	-2	36
27	95	100	102	0	2
28	105	103	105	0	19
29	96	96	97	1	14
30	99	101	99	-1	26

Further entries follow.
No.	canonical_smiles	Rab7 wt GTP bind	Mcl1-Noxa inh	Pf gametocyte	Rac1 act GTP bind	Rac1 wt modul	Mcl1 Bid PPI
31	O=C(Cn1nc(C(F)(F)F)cc1C1CC1)Nc1ccccc1F	102	6	5	100	105	3
32	CCOC(=O)N1CCC(NC(=O)CSCc2nc(-c3ccc(OC)c(OC)c3)oc2C)CC1	103	7	nt	100	102	1
33	O=C(c1ccc(NC2=NC3CS(=O)(=O)CC3S2)cc1)N1CCN(C(=O)c2ccco2)CC1 (centres undefined)	106	1	nt	97	103	-11
34	Cn1cc(CN2CCc3ccccc3C2)c2ccccc21	92	nt	nt	95	94	-32
35	O=C(CN1C(=O)c2cccc([N+](=O)[O-])c2C1=O)N1CCN(c2ccc(F)cc2)CC1	104	-2	-7	95	99	-10
36	CCOC(=O)N/N=C/c1ccc(F)cc1	97	10	nt	99	103	-11
37	CC(C)C(=O)Nc1cccc(NC(=O)c2cccnc2)c1	103	-19	nt	99	105	8
38	O=[N+]([O-])c1ccc(-c2ccc(S(=O)(=O)NCCN3CCCC3)cc2)cc1	98	18	6	95	99	7
39	O=C1CC(NN2CCCCC2)C(=O)N1c1ccccc1 (centres undefined)	105	0	16	91	95	-34
40	O=C(CCN1C(=O)c2ccccc2C1=O)Nc1ccc(-c2nc3ccccc3o2)cc1	103	19	-13	99	101	10
41	COc1ccc(Cl)cc1NS(=O)(=O)c1ccc(OC)c(OC)c1	103	-5	14	98	105	-4
42	COc1ccc(NC(=O)c2sc(SC)nc2N)cc1	92	4	-20	93	98	-76
43	S=c1[nH]nc(-c2ccco2)n1/N=C/C=C/c1ccccc1	99	38	-38	97	97	-48
44	O=C(COC(=O)C1CC2C=CC1C2)NCc1ccc(F)cc1 (centres undefined)	104	3	-3	100	104	-12
45	CC(C)c1ccccc1NC(=O)COC(=O)C1(C)CC1(Cl)Cl (centres undefined)	96	-13	-6	97	102	3

No.	Rab2 wt GTP	Cdc42 wt	HRas wt GTP bind	Mcl-1 Bim block	Avidin bead fluor
31	103	101	103	-4	13
32	99	103	102	0	35
33	101	103	102	-4	6
34	92	97	95	-3	12
35	99	96	96	-4	12
36	100	99	100	1	7
37	100	101	101	0	10
38	96	95	96	0	10
39	95	92	94	2	11
40	104	104	105	-1	12
41	105	102	103	-2	5
42	96	99	100	-1	13
43	100	102	100	2	9
44	99	103	101	-25	3
45	99	103	98	0	11

Other structures.
No.	canonical_smiles	Rab7 wt GTP bind	Mcl1-Noxa inh	Pf gametocyte	Rac1 act GTP bind	Rac1 wt modul	Mcl1 Bid PPI
46	O=C(COc1ccccc1)Nc1ccccc1Cl	98	12	2	93	98	-37
47	O=C(NCc1cccs1)c1cc2c(s1)CCCC2	92	nt	nt	89	88	-9
48	O=[N+]([O-])c1cc(C(F)(F)F)ccc1NCCCCNS(=O)(=O)c1ccc(Cl)cc1	100	8	15	96	99	-26
49	N#Cc1c2c(c(NCCOCCO)n3c1nc1ccccc13)CCCC2	94	15	15	97	97	-23
50	O=C(NCCCOc1cccc(CN2CCCCC2)c1)c1ccc(Cl)c(Cl)c1	103	23	4	100	106	22
51	CS(=O)(=O)NCc1nnc(SCc2ccccc2C(F)(F)F)o1	96	-34	nt	99	100	-38
52	O=C(NCCCN1CCCCCC1)C1CCCN(S(=O)(=O)c2cccc3nsnc23)C1 (centres undefined)	99	11	-9	97	99	-20
53	N#CCC(=O)NNC(=S)NC(=O)C(c1ccccc1)c1ccccc1	98	-40	nt	98	97	-121
54	CCOC(=O)c1cc[nH]c1C	93	-1	4	94	94	-12

No.	Rab2 wt GTP	Cdc42 wt	HRas wt GTP bind	Mcl-1 Bim block	Avidin bead fluor
46	100	92	96	-4	4
47	90	93	93	-6	12
48	98	96	97	-1	14
49	96	97	96	-3	22
50	98	101	102	-23	3
51	98	98	99	-1	3
52	103	98	101	-1	10
53	97	98	100	-6	12
54	95	94	93	1	8

Limited to Cdc42 wt and Mcl1-Noxa inh, for some of the entries so far:
entry	molecule	Cdc42 wt	Mcl1-Noxa inh
53	N#CCC(=O)NNC(=S)NC(=O)C(c1ccccc1)c1ccccc1	98	-40
54	CCOC(=O)c1cc[nH]c1C	94	-1

As entered above.
compound 50 | Avidin bead fluor = 3
compound 51 | Mcl1-Noxa inh = -34
compound 46 | Mcl1-Noxa inh = 12
